FLuc modulator: firefly luciferase modulation, counter-screen for miR-21 project. Potency, µM (titrated, usually from 57.5 µM), for inactives: top-dose activity change, negative = inhibition, actives largely listed as inhibitors. purified FLuc, Km substrates, luminescence inhibition. 6.9% of 360,000 active. P08659;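 further: plate controls were vehicle for no effect and reference inhibitor for full effect; nearly all actives have a fitted effect of over 55% in size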
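Biochemical qHTS of compounds, final roughly 60 µM downward over six points, against 10 nM purified firefly luciferase using Km concentrations of substrates (10 uM D-luciferin, 10 uM ATP) in Tris acetate pH 7.5 buffer; luminescence output.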
ELG1 genotox: genotoxicity induction in ELG1-luciferase HEK293T cells | 1.3% of 330,000 active | Potency, µM (series often up to 46 µM), for the others: top-dose activity change, positive = activation, hits mostly activators | HEK293T ELG1-luciferase reporter, luminescence, 16 h; further: % of control where 0% means no effect; nearly all actives have a fitted effect of over 60% in size
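Genotoxicity was scored as increased ELG1-luciferase reporter signal, measured by ONE-Glo luminescence (30 min, room temperature). Compound or vehicle exposure of the HEK293T reporter cells lasted 16 hr at 37°C.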
BRCA1 expr act: BRCA1 expression activation; AID 624202; 1.1% of 380,000 active; MCF7-BRCA1-FFLuc reporter, luminescence, 48 h; response scale: scaled: vehicle 0%, 10 µM genistein 100%; Potency, µM (doses to about 46.1 µM), inactives show at the top dose activation, usual class: activators; further: nearly all actives have a fitted effect of over 80% in size; some results filed as inactive show a strong effect at the top dose
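48 h compound treatment of MCF7-BRCA1-FFLuc cells (phenol-red free MEM, 37 °C), then 15 min with luciferase substrate and luminescence imaging.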
VP16 counter: inhibits Gal4-VP16 luciferase reporter, ROR gamma counter-screen | Drosophila S2 Gal4-VP16 UAS-luciferase, luminescence, 20 h | Potency, µM (highest dose often 53.6 µM), for inactives: top-dose activity, negative = inhibition, most hits filed as inhibitors | 3.5% of 310,000 active | AID 2546;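 further: Gal4-VP16 expression switched on by copper sulfate through the metallothionein promoter; on the % scale 0 is the no-effect control and ±100 the full control effect; nearly all actives have a fitted effect of over 50% in size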
MBNL1-CUG inh: MBNL1-poly(CUG) RNA binding inhibition. Potency, µM (highest dose often 57.5 µM), inactives show top-dose activity change, negative = inhibition, actives largely listed as inhibitors. 0.036% of 280,000 active. TR-FRET MBNL1-His/biotin-(CUG)12 binding, 665/545 ratio; active means well fitted inhibition curve with a large enough effect in the signal ratio, with a control signal flat, not every such curve was filed as active; inconclusive means small, poorly fitted or top-dose-only effect, or effect the other way, or a change in a side signal; inactive means no such curve, though single readings can be large or run the other way; the % refers to the signal ratio; further: on the % scale 0 is the no-effect control and ±100 the full control effect
Target sequence (Q9NR56 whole entry, looked up): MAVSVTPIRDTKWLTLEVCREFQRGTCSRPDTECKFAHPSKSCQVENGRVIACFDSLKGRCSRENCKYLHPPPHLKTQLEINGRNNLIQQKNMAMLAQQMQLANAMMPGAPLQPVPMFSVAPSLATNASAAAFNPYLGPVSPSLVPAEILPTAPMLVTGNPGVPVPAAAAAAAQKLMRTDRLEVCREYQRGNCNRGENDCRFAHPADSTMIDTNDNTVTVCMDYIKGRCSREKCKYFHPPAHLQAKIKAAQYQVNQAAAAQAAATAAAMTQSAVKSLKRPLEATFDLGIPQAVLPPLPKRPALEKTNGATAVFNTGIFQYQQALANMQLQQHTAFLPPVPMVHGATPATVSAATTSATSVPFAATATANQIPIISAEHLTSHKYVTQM
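TR-FRET readout: Ex 340 nm, 665/545 nm emission ratio, normalized to buffer-only (basal) and MBNL1-(CUG)12 controls. Complex of MBNL1-His with Biotin-(CUG)12, compounds 92 nM–58 uM, incubated 60 min at room temperature.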
p53 reactivator: mutant p53 re-activation in reporter cells; H1299 p53-A138V BP100-luciferase reporter, luminescence, 24 h; Potency, µM (top dose mostly 92.2 µM), without a hit: at the highest dose activity change, positive = activation, hits mostly activators; 0.063% of 320,000 active; AID 504706; further: % of control where 0% means no effect; nearly all actives have a fitted effect of over 45% in size
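H1299 (p53-null), stable ts p53-A138V + BP100-Luc; 1000 cells/well, Opti-MEM/10% FBS; cpd 4 pt, 1:5; 24 h, 37 deg C, 5% CO2; detection reagent 10 min RT; luminescence.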
NPC1 promoter act: activates the NPC1 promoter | Huh7 NPC1 promoter luciferase reporter, 24 h | AID 485313 | Potency, µM (highest dose often 9.22 µM), without a hit: at the top dose activation, actives largely listed as activators | 2.4% of 320,000 active;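 further: % of control where 0% means no effect; nearly all actives have a fitted effect of over 60% in size; reporter is driven by a mutant NPC1 promoter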
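Huh7 reporter cells (NPC1 promoter driving luciferase) are dosed with compound for 24 h at 37 °C, 5% CO2; luciferase detection reagent is then added and luminescence measured after 10 min at ambient temperature.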
uPA surface inh: cell surface uPA generation inhibition; 0.31% of 330,000 active; AID 540303; cell surface uPA generation assay, qHTS; Potency, µM (top dose mostly 38.3 µM), for inactives: top-dose activity change, negative = inhibition, hits mostly inhibitors; active means well fitted inhibition curve with a large enough effect; inconclusive means small, poorly fitted or top-dose-only effect; inactive means no such curve, though single readings can be large or run the other way; tested in mouse RAW 264.7 cells; further: on the % scale 0 is the no-effect control and ±100 the full control effect; nearly all actives have a fitted effect of over 55% in size
CXXC DNA block: blocks binding of human MLL CXXC domain to DNA; Q03164; MLL-CXXC / FITC-HOXA9 DNA fluorescence polarization; Potency, µM (top dose mostly 115 µM), for inactives: at the top dose activity change, negative = inhibition, most hits filed as inhibitors; 0.037% of 290,000 active; AID 2662; active means well fitted inhibition curve with a large enough effect in the polarisation, with a control signal flat, not every such curve was filed as active; inconclusive means small, poorly fitted or top-dose-only effect, or effect the other way, or a change in a side signal; inactive means no such curve, though single readings can be large or run the other way; the % refers to the polarisation
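Purified MLL-CXXC (added from a 7 uM solution) was preincubated 5 min at ambient with pinned compounds in 50 mM Tris-HCl pH 7.5, 50 mM NaCl, 1 mM DTT, 0.05% BSA. Fluorescein-labeled HOX-A9 DNA (50 nM solution) followed, 30 min, then polarization read.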
RORgamma inh: inhibitors of mouse ROR gamma transcriptional activity. P51450. Drosophila S2 Gal4-RORgamma UAS-luciferase reporter, 20 h. Potency, µM (highest dose often 53.6 µM), without a hit: top-dose activity change, negative = inhibition, most hits filed as inhibitors. 5.4% of 310,000 active. AID 2551; further: on the % scale 0 is the no-effect control and ±100 the full control effect; nearly all actives have a fitted effect of over 60% in size
Target sequence (P51450 whole entry, looked up, the tested form may be a part): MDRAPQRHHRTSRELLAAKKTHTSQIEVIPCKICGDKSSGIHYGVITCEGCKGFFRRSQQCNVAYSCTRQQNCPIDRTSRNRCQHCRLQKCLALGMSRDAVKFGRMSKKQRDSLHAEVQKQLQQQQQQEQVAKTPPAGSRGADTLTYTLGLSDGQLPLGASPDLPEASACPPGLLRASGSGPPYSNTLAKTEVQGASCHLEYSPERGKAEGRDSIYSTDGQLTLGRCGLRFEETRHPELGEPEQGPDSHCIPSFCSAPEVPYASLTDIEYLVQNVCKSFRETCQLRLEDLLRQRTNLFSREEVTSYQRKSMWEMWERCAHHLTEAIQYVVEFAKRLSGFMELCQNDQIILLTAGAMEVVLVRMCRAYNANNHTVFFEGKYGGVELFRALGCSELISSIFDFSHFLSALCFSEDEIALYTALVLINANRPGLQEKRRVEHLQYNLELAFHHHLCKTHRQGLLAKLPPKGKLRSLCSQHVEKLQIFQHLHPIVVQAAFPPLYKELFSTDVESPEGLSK
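Drosophila Schneider cells stably carrying a metallothionein-driven Gal4 DBD–ROR gamma fusion and a UAS-Photinus luciferase reporter were exposed to compound for 1 hr, then induced with copper sulfate (700 uM final) for 20 hr at ambient temperature before luminescence reading.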
Rab9 prom act: Rab9 promoter activation. 2.8% of 320,000 active. Huh7 Rab9 promoter-luciferase reporter, luminescence, 24 h. Potency, µM (titrated, usually from 9.22 µM), without a hit: at the top dose activation, negative = inhibition, actives largely listed as activators; further: % of control where 0% means no effect; nearly all actives have a fitted effect of over 60% in size
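Stable Rab9-luc Huh7, 1500 cells/well, 2 h settle; cmpd in DMSO, 24 h, 37 °C/5% CO2; luciferase reagent 10 min RT; luminescence.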
* = called active by the depositor; ? = inconclusive; / = no result given; & = joins results of further samples; [ ] = remark or other dose. Unless noted, the call rests on the fitted dose curve; in most records, active means well fitted curve in the direction sought with a large enough effect; inconclusive means small, poorly fitted or top-dose-only effect, or another doubt; inactive means no such curve, though single readings can be large; an effect the other way counts as inactive or inconclusive. Potency means the concentration at half of the fitted maximal effect. The list is partial; rates above refer to the full screens.

A first look, four compounds:
The line under a structure holds: FLuc modulator | ELG1 genotox | BRCA1 expr act | VP16 counter | MBNL1-CUG inh | p53 reactivator | NPC1 promoter act | uPA surface inh | CXXC DNA block | RORgamma inh | Rab9 prom act
- O=C(c1cccs1)N1CCN(c2ccccc2)CC1
→ 4% | 1% | 2% | ? | -2% | -1% | -1% | -3% | 1% | -27% | 5%
- Cc1ccc(C(=O)NNC(=O)c2csc(N3CCOCC3)n2)s1
→ -6% | 1% | -6% | / | / | -5% | -9% | 1% | / | / | -6%
- CCC(=O)c1c(OCc2ccccc2)ccc2c(C)cc(=O)oc12
→ -13% | -8% | / | -1% | 4% | -1% | -6% | / | -8% | 14% | -6%
- C=CCC(Nc1ccco1)c1ccccc1 (configuration not stated)
→ 0% | 0% | -12% | 18µM* | 4% | 11% | 8% | 4% | 13% | 4% | 10%

All compounds of this part, from the start:
The line under a structure holds: FLuc modulator | ELG1 genotox | BRCA1 expr act | VP16 counter | MBNL1-CUG inh | p53 reactivator | NPC1 promoter act | uPA surface inh | CXXC DNA block | RORgamma inh | Rab9 prom act
- O=C(c1cccs1)N1CCN(c2ccccc2)CC1
→ 4% | 1% | 2% | ? | -2% | -1% | -1% | -3% | 1% | -27% | 5%
- Cc1ccc(C(=O)NNC(=O)c2csc(N3CCOCC3)n2)s1
→ -6% | 1% | -6% | / | / | -5% | -9% | 1% | / | / | -6%
- CCC(=O)c1c(OCc2ccccc2)ccc2c(C)cc(=O)oc12
→ -13% | -8% | / | -1% | 4% | -1% | -6% | / | -8% | 14% | -6%
- C=CCC(Nc1ccco1)c1ccccc1 (configuration not stated)
→ 0% | 0% | -12% | 18µM* | 4% | 11% | 8% | 4% | 13% | 4% | 10%
- O=C(O)c1cccc(Nc2ncnc3ccc(Br)cc23)c1
→ -8%&-20% | 3% | -5%&-1% | -1% | / | 10% | -5% | 3% | -3% | ? | 15%
- Cc1cccc(N(CC(=O)Nc2ccc(F)cc2)S(C)(=O)=O)c1
→ -1% | 2% | -5% | 10% | 8% | -6% | -2% | 2% | -3% | 10% | 0%
- CCCN1CCC(=O)N([C@H](CO)c2ccccc2)CC1
→ 1% | 3% | 0% | -6% | -9% | / | -1% | 11% | -11% | 14% | 4%
- COc1ccc(-c2ccnc3c(C#N)cnn23)cc1
→ -2% | -4% | 17% | -6%[10 µM] | 40%[activator] | 3% | -6% | 4% | 11% | ? | -5%[1.84 µM]
- CCCN1CCN(CCCNC(=O)CCN2C(=O)COc3ccccc32)CC1
→ 3% | 1% | 2% | 5% | -2% | 3% | -18% | 0% | -1% | -12% | -4%
- CCC(C)(C)NC(=O)C(c1ccc(F)cc1)N(Cc1cccc(OC)c1)C(=O)c1cnccn1 (configuration not stated)
→ 2% | 12% | 7% | 6% | 9% | -2% | -6% | 1% | -7% | -18% | 7%
- CCCCN(C(=O)CSCc1ccc(C)cc1)c1c(N)n(CCC)c(=O)[nH]c1=O
→ 7% | -1% | -15% | 3% | 0% | 17% | -10% | -2% | -1% | -23% | 4%
- CCOc1ccc(CC(=O)NNC(=O)/C=C/C(=O)O)cc1
→ 2% | 1% | -4% | -25% | / | -5% | -4% | 2% | 2% | -25% | -2%
- Cc1ccc(NC(=O)c2cc3ccccc3oc2=O)cc1S(=O)(=O)N(C)C
→ 0.076µM* | 10% | -75% | ? | -3% | -5% | -28% | -4% | 0% | ? | -34%[inhibitor]
- CSc1nc(SC)c2c3c(oc2n1)COC(C)(C)C3
→ ? | 6% | 53% | 6% | 7% | 5% | -4% | -3% | 4% | 20% | -6%
- c1cnc(Sc2ccc3nnnn3n2)nc1
→ -2% | -3% | -21% | 12% | 11% | 8% | -6% | 1% | 8% | 4% | -4%

(next part)
The line under a structure holds: FLuc modulator | ELG1 genotox | BRCA1 expr act | VP16 counter | MBNL1-CUG inh | p53 reactivator | NPC1 promoter act | uPA surface inh | CXXC DNA block | RORgamma inh | Rab9 prom act
- Cc1cccc(-n2ncc3c2CCCC3NC(=O)CCN2CCCO2)c1C (configuration not stated)
→ 1% | -3% | -10% | -27% | -7% | -1% | -4% | -4% | 22% | 42% | -15%
- CC(=O)Nc1ccc(NS(=O)(=O)c2ccccc2)c2ccccc12
→ -1% | -9% | 2% | -17% | 9% | 1% | -6% | 4% | ? | 20% | -2%
- Cc1ncc(CO)c(/C=N/NC(=S)Nc2ccc(F)cc2)c1O
→ -11% | 4% | -75% | ? | / | 10% | -13% | -11% | 32%[activator] | ? | -11%
- COc1ccc(/C=N/Nc2cc(C)nc(N)n2)cc1
→ 19µM* | 17% | 58% | 3% | ? | -1% | 11% | -2% | -8% | -4% | 7%
- CCC(C)NC(=O)c1oc2ccc(S(=O)(=O)N3CCC4(CC3)OCCO4)cc2c1C (configuration not stated)
→ 0% | -18% | -18% | -21% | -2% | -8% | 1% | -1% | -9% | 36% | -1%
- Cc1cc(NC(=O)CCNS(=O)(=O)c2ccc3[nH]c(=O)oc3c2)ccc1Br
→ 1% | 3% | 12% | -12% | 0% | -2% | 0% | -13% | -9% | 3% | -8%
- CCc1cc2c(=O)n(Cc3ccco3)c(SCC(=O)N3CCCc4ccccc43)nc2s1
→ 0% | -7% | -30% | -10% | -2% | -2% | -5% | 3% | 1% | 8% | -4%
- Cc1cc(C)n(-c2nc3ccccc3c3nc(C)nn23)n1
→ -1% | 2% | 25% | 2% | -6% | 6% | -2% | -10% | -1% | 34% | 2%
- CCOc1cccc(C2C(C(=O)c3ccc(C)o3)=C(O)C(=O)N2CCCn2ccnc2)c1 (configuration not stated)
→ 1% | 2% | -1% | / | / | 1% | 2% | -1% | / | / | 12%
- Cc1cc(C)c(N=Cc2c(O)c3ccccc3oc2=O)c(C)c1
→ 3.8µM* | ? | 3% | 6% | -7% | 16% | 17% | -1% | -4% | 35% | 2%
- COc1ccc(NC(=O)CN(C)C(=O)Cc2coc3cc(C)c(C)cc23)cc1
→ -12% | -2% | -35% | / | / | -6% | -1% | 13% | / | / | -5%
- CC(c1ccccc1)N1CCC(CNC(=S)Nc2cccc(Cl)c2)C1 (configuration not stated)
→ -2% | -7% | -41% | ? | -2% | 4% | -2% | -7% | 5% | 10µM* | -4%
- CCn1nc(C)c(CN2CCc3c([nH]c4ccccc34)C2c2ccc(F)c(OC)c2)c1C (configuration not stated)
→ -1% | -6% | -32% | 4% | -4% | -1% | -3% | 1% | 13% | 0% | 12%
- COc1ccc(CCN2C(=O)c3ccncc3C2=O)cc1OC
→ 3% | 1% | -13% | -29% | ? | 18% | -4% | 4% | 5% | 3% | -1%
- Cc1occc1C(=O)NNC(=O)COc1ccc(Br)cc1Br
→ ? | 15% | 42% | 2% | 1% | ? | 10% | -2% | 7% | 16% | 13%

The results go on:
The line under a structure holds: FLuc modulator | ELG1 genotox | BRCA1 expr act | VP16 counter | MBNL1-CUG inh | p53 reactivator | NPC1 promoter act | uPA surface inh | CXXC DNA block | RORgamma inh | Rab9 prom act
- COC(=O)CC1NCCNC1=O (configuration not stated)
→ 4% | -1% | 10% | 9% | -9% | 3% | 2% | 2% | -6% | -25% | 4%
- CC(=O)CC(=O)Nc1ncccn1
→ 0% | 5% | -32% | -9% | / | 1% | -3% | 2% | 0% | -20% | -3%
- COc1cc(/C=N\NC(=O)Cn2nnc3ccccc32)cc(OC)c1OC
→ -1% | 12% | 51% | 13% | 16% | 4% | 5% | -4% | -1% | 5% | -3%
- O=C(CSc1ncnc2c1nnn2Cc1ccccc1)NC1CCCC1
→ -3% | -7% | 11% | -11% | 1% | 1% | -6% | -1% | -3% | 5% | -10%
- O=C(/C=C/c1ccc([N+](=O)[O-])cc1)N1CCN(S(=O)(=O)c2ccccc2)CC1
→ / | -6% | -18% | / | / | 12% | 5% | 1% | / | / | -3%
- COc1ccc(C2Nc3ccccc3C(=O)N2c2ccc(F)cc2)cc1CSc1ccccn1 (configuration not stated)
→ 0% | 14% | 19% | -1% | 74%[activator] | ? | 10% | -3% | 3% | 36% | 3%
- Cc1nc2ccc(Cl)cc2c(-c2ccccc2)c1CC(=O)O
→ 7% | -1% | 9% | -2% | / | 0% | 1% | 1% | 5% | 17% | -3%
- CC(C)OCCCNC(=O)c1ccc2c(c1)ncn2C1CCCC1
→ 0% | 10% | 11µM* | 12% | 5% | 10% | -1% | -8% | 4% | 0% | 1%

Bioassay records: PubChem, National Center for Advancing Translational Sciences (NCATS)
